MEX-5 binding: C. elegans MEX-5 TCR-2 RNA binding activity. Q9XUB2. MEX-5/FITC-TCR2 RNA binding, fluorescence polarization; active compounds read low. activity score (negative = inhibition of binding), % at 10 µM. 300,000 tested, 0.38% active. AID 1832;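 active means inhibition past about -25% in most replicates, and total fluorescence under double the plate's negative control median, limit read from the data; inconclusive means replicates evenly split on the limit, or fluorescence at least double controls; inactive means too little inhibition in most replicates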;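 further: 0% = DMSO and -100% = 5 µM competing unlabeled TCR2 RNA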
Bcl-xL primary: Bcl-xL (human) inhibition | inhibition, % at 10.9 µM | AID 2129 | Q07817 | 320,000 tested, 0.7% active | GST-Bcl-xL / FITC-Bim BH3 peptide fluorescence polarization;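 active means inhibition above the mean of all tested compounds plus 3 SD, cutoff set per campaign, cut at about 30% in these data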;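 further: 0% = DMSO wells and 100% = unlabeled Bim-BH3 peptide competitor; inhibitors lower millipolarization by displacing the labeled peptide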
Target sequence (Q07817 whole entry, looked up): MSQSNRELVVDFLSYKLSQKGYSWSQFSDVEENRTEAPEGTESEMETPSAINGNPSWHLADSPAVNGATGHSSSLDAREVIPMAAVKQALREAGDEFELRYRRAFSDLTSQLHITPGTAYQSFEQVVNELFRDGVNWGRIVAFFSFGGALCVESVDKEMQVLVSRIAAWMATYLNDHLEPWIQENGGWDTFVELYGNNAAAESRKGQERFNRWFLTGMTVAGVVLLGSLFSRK
GLD-1 RNA inh: GLD-1-TGE RNA interaction inhibition (C. elegans); purified GLD-1 + fluorescein TGE RNA, fluorescence polarization; inhibition, % at 5.96 µM; 320,000 tested, 0.44% active; AID 2280;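 active means percent inhibition above a per-plate cutoff, the plate mean of test compounds plus 3 SD, cut at about 30% in these data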;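 further: 0% = DMSO wells with GLD-1 and probe and 100% = wells lacking GLD-1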
Target sequence (Q17339 whole entry, looked up): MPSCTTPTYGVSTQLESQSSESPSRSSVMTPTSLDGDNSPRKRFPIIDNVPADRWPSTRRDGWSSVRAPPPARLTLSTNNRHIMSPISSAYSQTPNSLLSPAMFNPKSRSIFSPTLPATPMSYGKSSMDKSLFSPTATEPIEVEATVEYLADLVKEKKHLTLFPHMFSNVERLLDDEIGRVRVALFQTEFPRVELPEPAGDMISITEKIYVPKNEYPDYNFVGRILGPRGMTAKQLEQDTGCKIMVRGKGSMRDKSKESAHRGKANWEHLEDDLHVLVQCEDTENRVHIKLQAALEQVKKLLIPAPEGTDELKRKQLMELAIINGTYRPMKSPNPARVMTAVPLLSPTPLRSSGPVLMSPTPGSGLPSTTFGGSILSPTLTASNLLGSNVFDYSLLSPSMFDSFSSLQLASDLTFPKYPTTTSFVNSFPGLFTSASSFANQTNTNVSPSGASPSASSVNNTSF
MCL1 BIM primary: inhibitors of human MCL1 binding to BIM-BH3 peptide; Q07820; GST-MCL1 / FITC-Bim-BH3 fluorescence polarization; inhibition, % at 10.9 µM; 320,000 tested, 0.68% active;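 active means inhibition above the mean inhibition of all tested compounds plus 3 SD, set per campaign, cut at about 40% in these data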;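 further: 0% = DMSO wells and 100% = unlabeled Bim-BH3 peptide control; higher means more loss of mP so more displacement of Bim peptide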
Target sequence (Q07820 whole entry, looked up): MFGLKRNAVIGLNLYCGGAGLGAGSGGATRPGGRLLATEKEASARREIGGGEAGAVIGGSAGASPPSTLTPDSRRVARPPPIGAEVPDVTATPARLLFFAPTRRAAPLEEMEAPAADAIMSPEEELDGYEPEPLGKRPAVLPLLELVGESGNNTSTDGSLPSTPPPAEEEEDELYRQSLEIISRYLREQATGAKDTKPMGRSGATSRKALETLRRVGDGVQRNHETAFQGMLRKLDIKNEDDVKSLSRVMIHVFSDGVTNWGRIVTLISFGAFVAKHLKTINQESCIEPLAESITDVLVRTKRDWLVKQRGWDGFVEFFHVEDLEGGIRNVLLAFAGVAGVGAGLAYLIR
Yeast superoxide: lowers age-related superoxide in aged yeast cells | 330,000 tested, 0.18% active | S. cerevisiae aged cells, superoxide DHE fluorescence; active compounds read low | superoxide response (% of plate mean), % at 10 µM;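 active means superoxide response under a set limit, about three screen SD below normal, cut at about 65% in these data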;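 further: yeast aged for seven days with compound at 30 °C before DHE staining; 100% = average MFI of all compound-treated wells on the plate with controls excluded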
AGP1-GFP MLPCN: alters AGP1-GFP fluorescence in TOR pathway yeast screen | S. cerevisiae AGP1-GFP multiplex flow cytometry, 3 h; GFP as percent of DMSO wells | GFP response vs DMSO, % at 10 µM | 320,000 tested, 0.02% active;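 active means GFP response relative to DMSO above a set limit, near screen average plus 3 SD, cut at about 150% in these data; inconclusive means fewer than 70 cells counted for the yeast strain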;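 further: median GFP channel fluorescence of the gated AGP1 strain per well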
CIT2 TOR yeast: yeast TOR pathway CIT2-GFP modulation. GFP response vs DMSO, % at 10 µM. AID 2029. S. cerevisiae CIT2-GFP strain, flow cytometry, 3 h; 100 means same as DMSO wells. 320,000 tested, 0.065% active;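 active means GFP response relative to DMSO above a set limit, near the screen mean plus 3 SD, cut at about 150% in these data; inconclusive means Fewer than 70 cells measured for a yeast strain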;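 further: ratio of well median GFP fluorescence to mean of DMSO wells on the plate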
GRK2 inh: human GRK2 inhibition via aptamer displacement; bead flow cytometry, FAM-aptamer displacement from GRK2; P25098; AID 488847; inhibition of aptamer binding, % at 10 µM; 330,000 tested, 0.59% active;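 active means inhibition of aptamer binding above 40%, roughly 3 SD of noise, on plates passing a quality check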;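 further: median bead fluorescence of bound FAM aptamer so fluorescent compounds give negative values; no value below 0 was filed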
VLA-4 inh: inhibition in a human VLA-4 binding assay | VLA-4 expressing cells, ligand binding flow cytometry | inhibition, % (about 7 µM as worked out from the volumes in the protocol) | 330,000 tested, 0.2% active; in the data active means inhibition above about 50%
Numbers without * were called inactive; ? = inconclusive; · = not tested or not shown.

Results follow in this order: MEX-5 binding	Bcl-xL primary	GLD-1 RNA inh	MCL1 BIM primary	Yeast superoxide	AGP1-GFP MLPCN	CIT2 TOR yeast	GRK2 inh	VLA-4 inh
CCOC(=O)N1CCC(NS(=O)(=O)c2ccc(NC(C)=O)c(Cl)c2)CC1
    -1.3	3	-1	8	97	105	101	2	-3
CCCN1CCN(CCCNC(=O)CN2C(=O)C(CC)Oc3ccccc32)CC1 (centres undefined)
    2.5	5	-8	-1	124	101	104	0	6
COc1ccc(OC)c(S(=O)(=O)NCCCN2CCCC2=O)c1
    -3.2	1	4	1	95	100	·	2	14
CC(Cl)C(=O)NNC(=O)CNS(=O)(=O)c1ccccc1 (centres undefined)
    -4.9	0	4	-2	96	86	101	0	0
Cc1cccc(NC(=O)COc2ccc(/C=C\c3[nH]c(=O)[nH]c(=O)c3[N+](=O)[O-])cc2)c1
    -4.0	11	5	8	92	102	104	8	16
Cc1ccc2nc(C)cc(N3CCOCC3)c2c1
    -3.2	3	3	2	117	98	100	3	-9
CN(C)C(=S)NC1(C)CCS(=O)(=O)C1 (centres undefined)
    1.5	2	-1	3	87	103	107	1	5
O=C(Nc1ccc(S(=O)(=O)Nc2ccccn2)cc1)c1cccc(Br)c1
    -0.4	-4	6	-8	112	100	107	0	-2
O=C(Nc1cccc(S(=O)(=O)N2CCCCC2)c1)c1ccc2c(=O)n3c(nc2c1)CCCCC3
    -1.8	6	3	-1	97	101	113	0	11
O=C(NCC1CCCO1)/C(=C/c1ccc(Cl)cc1)NC(=O)c1ccccc1 (centres undefined)
    2.2	0	0	0	96	96	100	0	-6
COc1ccc(C(=O)Nc2ccc(NC(=O)c3ccco3)cc2)cc1
    1.5	1	-1	0	90	104	110	1	5
Cc1ccccc1N1CCN(C(=O)CCN2C(=O)c3ccccc3C2=O)CC1
    0.8	2	7	3	97	88	86	0	-10
CCN(C(=O)c1cc2ccccc2o1)C12CC3CC(CC(C3)C1)C2
    0.5	-2	-3	1	110	96	94	0	-6
COc1ccc(Cl)cc1S(=O)(=O)N1CCCC(C(=O)N2CCCC2)C1 (centres undefined)
    4.5	2	-1	-2	107	99	103	0	16
CCOC(=O)Cc1csc(SC(C)C(=O)Nc2ccc(NC(C)=O)cc2)n1 (centres undefined)
    2.4	3	9	8	108	100	93	1	34
COc1ccccc1NC(=O)c1cc(S(=O)(=O)N2CCCCCC2)ccc1F
    1.1	0	-2	1	113	104	102	3	11
CCCCN(C(=O)Cc1ccc(S(=O)(=O)N2CCOCC2)s1)c1ccccc1
    0.6	-2	15	-4	140	99	91	4	4
N#C/C(=C\c1ccncc1)c1nc2ccccc2o1
    1.3	6	-5	-6	89	90	88	1	11
O=S(=O)(NCC(c1ccco1)N1CCN(c2ccccc2F)CC1)c1ccccc1 (centres undefined)
    1.2	0	-6	-7	118	101	99	3	3
CC(C)CCN1CCN(CCCn2cccn2)CC1CCO (centres undefined)
    -1.0	4	-9	8	85	103	105	4	1
O=C1OC(C(=O)O)Cc2ccccc21 (centres undefined)
    -1.1	2	5	64*	111	106	102	0	8
C/C(=N\NC(=S)Nc1c(C)cccc1C)c1ccc(OC(F)F)cc1
    -2.4	1	2	4	102	98	96	4	0
Cc1ccc(/C=N/c2sc3c(c2C#N)CCC3)s1
    4.3	2	5	17	97	?	?	0	0
S=C(NC1CC1)N1CCc2ccccc2C1
    2.0	1	-1	-1	101	103	102	1	2
Nc1nonc1-c1noc(N2CCOCC2)n1
    -1.5	2	3	-2	102	103	105	0	13
NC(=O)NC(=O)C(c1ccccc1)N1CCN(S(=O)(=O)c2ccc(Br)s2)CC1 (centres undefined)
    ·	-2	-4	-1	98	107	97	1	11
Cc1ccc(S(=O)(=O)Nc2ccc3nc(N)sc3c2)cc1
    1.7	4	-7	4	112	103	98	1	0
Cc1cccn2c(/C=N/OCc3ccc(F)cc3)c(-c3ccc(Cl)cc3)nc12
    2.0	-1	1	-3	78	96	88	2	5
O=C(Nc1ccc(C(=O)N2CCOCC2)cc1)Nc1cccc(Cl)c1
    1.0	5	-3	16	78	104	111	0	6
CC(NC(=O)Cc1ccccc1)c1ccccc1 (centres undefined)
    1.3	6	6	11	104	101	101	3	4
CCCCOC(=O)Nc1cc(OC)c(Cl)cc1OC
    -0.5	-1	7	-2	104	95	101	23	6
O=C(Cn1nc(-c2ccccc2F)ccc1=O)NCc1ccc2c(c1)OCO2
    -1.2	0	1	1	91	93	98	0	1
Cc1ccc(NC(=O)CSCC(=O)Nc2cc(Cl)ccc2N2CCOCC2)cc1
    1.8	4	6	-1	104	106	85	2	21
COc1cc(/C=C2/C(=O)N(c3ccc(Br)cc3)N=C2C)cc([N+](=O)[O-])c1O
    0.5	16	-2	13	100	104	97	1	3
Cc1nc2ccc(NC(=O)c3ccc(Cl)c(S(=O)(=O)N(C)c4ccccc4)c3)cc2s1
    -11	0	-41	-15	105	98	103	1	2
COc1ccc(COC(=O)C2=C(C)NC(=O)NC2c2cc(Br)c(O)c(OC)c2)cc1 (centres undefined)
    -3.3	7	-3	9	84	104	98	1	-2
COc1ccc(CNC(=O)c2ccc3c(c2)N(C)C(=O)CS3=O)cc1 (centres undefined)
    0.7	0	-5	8	100	99	92	2	5
Cc1cccc(NC(=O)CCCN2C(=O)C(c3ccccc3)Oc3cccnc32)c1C (centres undefined)
    1.4	-3	9	-2	124	98	96	2	-7
COc1ccc(Cl)cc1C(=O)Nc1ccc(NC(C)=O)cc1
    1.1	0	0	5	95	99	100	2	-12
Cc1ccc(S(=O)(=O)N2CCOCC2)cc1NC(=O)COC(=O)Cc1ccc(Cl)cc1
    ·	·	3	·	74	99	96	1	0
CCCCOc1ccc(CNC(=O)NS(=O)(=O)c2ccc(OCC)cc2)cc1
    -1.0	11	-2	5	115	92	94	0	21
O=C(NCC1CCCO1)c1cc2c(s1)CCCC2 (centres undefined)
    ·	2	-3	15	110	95	94	0	-32
O=C(CC(=O)NCc1cccnc1)NCc1cccnc1
    -2.0	2	5	-1	76	104	101	1	8
CCN1CCN(c2cc(C)c3cc(NC(=S)N4CCC5(CC4)OCCO5)ccc3n2)CC1
    0.8	7	1	12	91	101	107	2	0
O=[N+]([O-])c1ccc(Cl)c(C[n+]2cccc3ccccc32)c1
    4.6	-5	-38	-14	116	98	102	2	1
Cc1ccnc(NS(=O)(=O)c2ccc(NC(=O)CN3C(=O)c4ccccc4S3(=O)=O)cc2)n1
    3.6	11	2	10	93	104	99	5	2
CSCCC(NC(=O)c1ccccc1)C(=O)N1CCCCCCC1 (centres undefined)
    ·	4	1	4	96	108	96	3	-2
COc1cccc(-n2c(C)nn(CCOc3ccccc3)c2=O)c1
    0.8	10	10	11	97	86	96	0	-9
O=C(CCN1CCN(c2ccccc2F)CC1)Nc1ccc(F)cc1
    -2.2	4	4	12	90	108	108	0	0
CC(C)C[C@H](NC(=O)OC(C)(C)C)C(=O)N1CCC(C(=O)N[C@@H](Cc2ccccc2)C(=O)O)CC1
    ·	-1	4	-3	98	96	96	0	16

Further results follow.
Results follow in this order: MEX-5 binding	Bcl-xL primary	GLD-1 RNA inh	MCL1 BIM primary	Yeast superoxide	AGP1-GFP MLPCN	CIT2 TOR yeast	GRK2 inh	VLA-4 inh
O=C(Nc1ccccc1[N+](=O)[O-])c1nc[nH]c1C(=O)NCCO
    -0.7	9	2	5	103	98	105	0	3
CCOc1ccc(S(=O)(=O)N(CC)CC(=O)NC2CCS(=O)(=O)C2)cc1 (centres undefined)
    ·	5	-2	3	95	99	98	1	0
CCn1c(-c2ccc[nH]c2=O)nc2ccccc21
    2.0	0	-6	-4	102	103	108	0	-6
O=C(CCCn1c(=O)[nH]c2cc(Cl)ccc2c1=O)NC1CCCCCCC1
    0.7	3	8	4	115	101	94	1	22
CCN(CC)CCNc1nc(-c2cccs2)c(CC(=O)O)s1
    0.9	2	0	3	88	110	113	8	27
COc1cc(-c2nnc(SC(C)C(=O)Nc3c(C)n(C)n(-c4ccccc4)c3=O)o2)cc(OC)c1OC (centres undefined)
    0.8	0	0	-1	92	108	103	0	-6
COc1ccc(N/C(N)=N/c2nc(C)cc(C)n2)c(OC)c1
    2.1	-1	2	-3	102	109	104	0	-4
Cn1c(=O)c(C(=O)NNC(=O)c2ccccc2F)c(O)c2ccccc21
    -1.7	-5	2	-6	64*	95	79	0	12
COc1ccccc1N1CCN(C(=O)CN2C(=O)c3ccccc3S2(=O)=O)CC1
    -0.8	1	0	0	108	104	79	0	-2
CCOC(=O)C(Cc1ccc(Cl)cc1Cl)c1ccno1 (centres undefined)
    2.1	3	-5	-6	100	91	82	0	9
O=C(NCC(O)c1ccccc1)c1cccs1 (centres undefined)
    1.6	-1	6	2	93	100	103	2	2
COc1ccc(NC(=O)Nc2nnc(Cc3ccccc3)s2)cc1
    0.3	6	3	10	92	101	104	0	14
CCOC(=O)C(=CNc1cc(C)nn1C(C)(C)C)C(=O)OCC
    0.0	3	1	4	110	91	95	0	-3
O=C(CSc1nnc(Cn2nnc(-c3ccccc3)n2)n1-c1ccccc1)Nc1ccccc1
    0.0	7	6	2	101	104	·	0	-2
O=C(COc1ccccc1)Nc1ccccc1N1CCCCC1
    0.3	0	-1	-8	108	95	96	5	0
Cc1ccc(S(=O)(=O)N(C)CC(=O)Nc2ccc3c(c2)OCO3)cc1
    -1.5	10	0	11	99	92	86	2	10
CCC(C)(C)C1CCC2(CC1)NC(=O)N(CC(=O)N1CCN(C(=O)c3ccco3)CC1)C2=O (centres undefined)
    ·	0	-3	-2	114	108	100	3	-1
O=C(Cc1cccs1)Nc1ccc(F)c(S(=O)(=O)N2CCOCC2)c1
    ·	2	3	7	112	108	99	2	5
CCN1CCC(N2CCN(c3ccccc3OC)CC2)CC1
    -0.7	5	-1	4	102	96	102	0	17
Cc1cc(Cl)ccc1C(=O)C1CCCN(C(=O)c2cscn2)C1 (centres undefined)
    1.3	-3	0	-3	96	97	94	4	0

Nothing new here: an excerpt of the list.
Results follow in this order: MEX-5 binding	Bcl-xL primary	GLD-1 RNA inh	MCL1 BIM primary	Yeast superoxide	AGP1-GFP MLPCN	CIT2 TOR yeast	GRK2 inh	VLA-4 inh
CCCCOc1ccc(CNC(=O)NS(=O)(=O)c2ccc(OCC)cc2)cc1
    -1.0	11	-2	5	115	92	94	0	21
O=C(NCC1CCCO1)c1cc2c(s1)CCCC2 (centres undefined)
    ·	2	-3	15	110	95	94	0	-32

The list goes on.
Results follow in this order: MEX-5 binding	Bcl-xL primary	GLD-1 RNA inh	MCL1 BIM primary	Yeast superoxide	AGP1-GFP MLPCN	CIT2 TOR yeast	GRK2 inh	VLA-4 inh
O=C(NNC(=O)c1ccccc1Cl)c1ccccc1Cl
    0.2	4	-4	-1	112	·	·	1	3
CCCCC(=O)Nc1nc(C)c(-c2csc(Nc3ccc(Cl)cc3)n2)s1
    -1.5	2	5	1	96	77	112	0	-25
CCOC(=O)N1CCN(C(=O)COc2ccc(S(=O)(=O)Nc3ccc(OCC)cc3)cc2)CC1
    -0.7	2	3	-3	84	101	102	0	7
CNC(=O)c1ccc(-c2sc3nc(N4CCOCC4)c4c(c3c2N)CCCC4)o1
    -0.9	12	-1	11	96	87	89	4	-14
COc1ccc2nc(N(CCN(C)C)C(=O)c3ccc4ccccc4c3)sc2c1
    -2.1	1	-10	1	110	103	98	0	2
C=CCNC(=O)C(=O)NCC1CCCN1CC (centres undefined)
    -0.7	-2	3	-3	93	105	101	3	6

Compounds were not picked by outcome; overall some 2.1% were active at least once.
